Luciferase inh: inhibitors of firefly luciferase | P08659 | purified firefly luciferase, luminescence, 8 min | Potency, µM (series often up to 57.1 µM), without a hit: at the highest dose activity change, negative = inhibition, usual class: inhibitors | 72,000 compounds, 2.2% hits; note: potency is the fitted concentration of half-maximal effect; % is set by controls: 0 for no effect and ±100 for the full control effect; nearly all actives have a fitted effect of over 40% in size
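Substrate buffer containing 10 uM ATP (pH 7.2 imidazole, Mg2+, KCl, detergent, BSA) is dispensed, compound pinned in, then luciferase/luciferin detector mix added. After 8 min at ambient temperature, light output is measured.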
Hsp90 Hop PPI: changes Hsp90-Hop TPR2A binding signal, up or down. AlphaScreen TPR2A-His6 binding biotin-Hsp90 C-terminal peptide. Potency, µM (series often up to 57 µM), inactives show at the top dose activity change, negative = inhibition. 71,000 compounds, 0.44% hits. AID 595; active = well fitted curve in either direction with a large enough effect; inconclusive = small, poorly fitted or top-dose-only effect, or another doubt; note: potency is the fitted concentration of half-maximal effect; % is set by controls: 0 for no effect and ±100 for the full control effect; many of its hits are not listed in these tables
Tau fil binding: binders of human tau filaments | P10636 | recombinant tau filaments, thioflavin S fluorescence, 15 h; filaments grown with octadecylsulfate alongside compound | Potency, µM (series often up to 57.1 µM), inactives show top-dose activity change, negative = inhibition | 71,000 compounds, 2% hits;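 note: potency is the fitted concentration of half-maximal effect; % is set by controls: 0 for no effect and ±100 for the full control effect; actives lower thioflavin S fluorescence by blocking filaments or displacing dye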
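His-tagged recombinant human tau (exons 2, 3 and 10 included), 1 uM, was induced to fibrillize by 30 uM sodium octadecylsulfate with compound present. After 15 h at 37 C, thioflavine S fluorescence (ex 450, em 510 nm) was read.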
Rhodamine autofl: compound autofluorescence in rhodamine spectral region; Rhodamine-region fluorescence, 547/598 nm, Tris buffer; stronger effect = higher value; max dye-equivalent concentration, M; 59,000 compounds, 0.05% hits; AID 594; in the data active = max dye-equivalent concentration above about 11 nM; inconclusive = between about 1.1 nM and that limit
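Read-out is relative fluorescence at 547 nm excitation and 598 nm emission, expressed as dye-equivalent concentration using rhodamine standards on every plate. Each compound was profiled across a concentration series after 15 min in 100 mM Tris, pH 8.0.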
CRE Fsk mod: CRE-bla signaling modulation under forskolin stimulation. CHO CRE-bla reporter (cAMP response element driving beta-lactamase), forskolin EC10, beta-lactamase ratio. Potency, µM (doses to about 38.2 µM), for the others: at the highest dose activity change, negative = inhibition, usual class: activators. 71,000 compounds, 2.5% hits. AID 662; active = well fitted activation curve with a large enough effect in the signal ratio, with a control signal flat, not every such curve was filed as active; inconclusive = small, poorly fitted or top-dose-only effect, or effect the other way, or a change in a side signal; the % refers to the signal ratio; note: potency is the fitted concentration of half-maximal effect; % of control where 0% means no effect
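Titrated compounds plus EC10 NKH 477 on CHO CRE-bla cells, 3 h, 37 °C. CCF4, 2 h RT. Ratio 460/530 nm → AC50.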
HADH2 inh: blocks human hydroxyacyl-CoA dehydrogenase type II. Q99714. recombinant HADH2, NADH fluorescence, beta-hydroxybutyryl-CoA. Potency, µM (doses to about 57.1 µM), without a hit: top-dose activity change, negative = inhibition, hits mostly inhibitors. 73,000 compounds, 3.4% hits; note: potency is the fitted concentration of half-maximal effect; % is set by controls: 0 for no effect and ±100 for the full control effect; nearly all actives have a fitted effect of over 60% in size; many of its hits are not listed in these tables
Target sequence (Q99714 whole entry, looked up, one chain of several): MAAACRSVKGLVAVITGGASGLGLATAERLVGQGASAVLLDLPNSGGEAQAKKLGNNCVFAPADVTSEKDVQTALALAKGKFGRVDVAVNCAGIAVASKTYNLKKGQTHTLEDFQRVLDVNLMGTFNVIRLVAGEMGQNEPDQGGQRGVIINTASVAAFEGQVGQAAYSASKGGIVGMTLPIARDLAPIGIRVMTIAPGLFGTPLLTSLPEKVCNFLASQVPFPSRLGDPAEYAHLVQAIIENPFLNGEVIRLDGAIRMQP
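Activity measured as NADH fluorescence gain (360/450 nm), taken as the change between first and last reads of a 4-min kinetic run. Conditions: pH 9.0 Tris buffer, 20 nM E. coli-expressed His-tagged enzyme, 1 mM NAD+, 90 uM beta-hydroxybutyryl-CoA; 15-min compound preincubation.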
HBB splicing: modulators of hemoglobin beta chain splicing | HBB splicing reporter cell assay, activation; EGFP reporter with mutant IVS2-654 intron; response scale: normalised to 500 nM splice-correcting PNA | Potency, µM (highest dose often 46.1 µM), without a hit: top-dose activation, usual class: activators | 65,000 compounds, 0.06% hits | AID 925; note: potency is the fitted concentration of half-maximal effect; 0% is about no effect
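HeLa cells stably expressing EGFP interrupted by mutant beta-globin intron 2 (IVS2-654), 500/well in 2% FCS. Treated with compound for 2 days at 37C. Splicing correction scored as total well GFP intensity (488 nm excitation, 500-520 nm emission); 500 nM antisense PNA served as control.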
Texas Red fluor: compound fluoresces in the Texas Red spectral region; AID 587; 59,000 compounds, 0.06% hits; Compound fluorescence, Texas Red channel, 547/618 nm; stronger effect = higher value; max dye-equivalent concentration, M; in the data active = max dye-equivalent concentration above about 10 nM; inconclusive = between about 1.1 nM and that limit
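Compound titrations in 100 mM Tris pH 8.0 were incubated 15 min at room temperature and read at 547 nm excitation / 618 nm emission. Texas Red six-point standard curve on each plate converted fluorescence to dye-equivalent concentration.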
ERK AVP inh: inhibitors of vasopressin-stimulated ERK signaling pathway; 72,000 compounds, 0.99% hits; Potency, µM (titrated, usually from 57.5 µM), for the others: at the highest dose activity, negative = inhibition, hits mostly inhibitors; HEK293-V1b, vasopressin-stimulated pERK AlphaScreen; note: potency is the fitted concentration of half-maximal effect; % is set by controls: 0 for no effect and ±100 for the full control effect; nearly all actives have a fitted effect of over 55% in size
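HEK293 cells stably expressing V1b receptor, preincubated 30 min at 37 °C with compound, then stimulated 5 min with 25 nM vasopressin. Phospho-ERK by AlphaScreen SureFire after 5 h RT; normalized to DMSO and vasopressin; AC50 by Hill fit.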
15-hLO inh: inhibitors of human 15-lipoxygenase (ALOX15) | P16050 | purified 15hLO-1, xylenol orange hydroperoxide absorbance | Potency, µM (series often up to 57.1 µM), without a hit: at the highest dose activity change, negative = inhibition, most hits filed as inhibitors | 74,000 compounds, 1.4% hits | AID 887; note: potency is the fitted concentration of half-maximal effect; % is set by controls: 0 for no effect and ±100 for the full control effect; nearly all actives have a fitted effect of over 55% in size
Target sequence (P16050 whole entry, looked up): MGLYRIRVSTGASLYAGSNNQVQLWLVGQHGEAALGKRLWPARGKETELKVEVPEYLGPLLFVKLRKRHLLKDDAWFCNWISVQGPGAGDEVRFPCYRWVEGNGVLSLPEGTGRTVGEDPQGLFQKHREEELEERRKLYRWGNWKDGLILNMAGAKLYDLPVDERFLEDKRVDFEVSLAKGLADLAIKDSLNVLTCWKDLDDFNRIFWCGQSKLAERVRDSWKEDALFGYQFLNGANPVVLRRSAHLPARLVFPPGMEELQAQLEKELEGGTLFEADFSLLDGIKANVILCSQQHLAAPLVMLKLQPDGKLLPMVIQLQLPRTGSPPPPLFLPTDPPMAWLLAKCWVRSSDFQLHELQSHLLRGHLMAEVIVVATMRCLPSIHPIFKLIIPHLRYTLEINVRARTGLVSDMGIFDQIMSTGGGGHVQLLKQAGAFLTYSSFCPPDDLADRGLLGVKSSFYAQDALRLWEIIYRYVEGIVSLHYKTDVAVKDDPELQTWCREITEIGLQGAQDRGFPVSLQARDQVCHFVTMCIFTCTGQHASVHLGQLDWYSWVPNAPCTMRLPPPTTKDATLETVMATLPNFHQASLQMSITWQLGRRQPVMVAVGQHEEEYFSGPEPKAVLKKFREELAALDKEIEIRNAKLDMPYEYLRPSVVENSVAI
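Quantitative HTS in 25 mM Hepes pH 7.5 containing 0.01% Triton X-100: human 15hLO-1 at 40 nM, arachidonic acid at 50 uM, 6 min turnover. Product quantified via ferrous oxidation/xylenol orange, 573:405 nm absorbance ratio.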
Pol III holo inh: DNA polymerase III holoenzyme inhibition. reconstituted DNA polymerase III holoenzyme replication, biochemical. Potency, µM (highest dose often 57.1 µM), inactives show at the highest dose activity change, negative = inhibition. 71,000 compounds, 0.25% hits. AID 603; note: potency is the fitted concentration of half-maximal effect; % is set by controls: 0 for no effect and ±100 for the full control effect
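Reconstituted *E. coli* holoenzyme (0.35 nM Pol III, 1 nM beta, 154 nM SSB, 2 nM primase) was preincubated with compound for 15 min at RT. Synthesis on 1.4 nM ssM13Gori ran 35 min, then was stopped with PicoGreen/EDTA and read as dsDNA fluorescence.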
Numbers without * were called inactive; i = inactive; ? = inconclusive; . = no result given; [ ] = dose if it differs, or a comment. Unless noted, calls come from the whole dose curve; as a rule, active = well fitted curve in the direction sought with a large enough effect; inconclusive = small, poorly fitted or top-dose-only effect, or another doubt; inactive = no such curve, though single readings can be large; an effect the other way counts as inactive or inconclusive. These rows are one share of the data; count on the stated rates, not on these rows.

SMILES | Luciferase inh | Hsp90 Hop PPI | Tau fil binding | Rhodamine autofl | CRE Fsk mod | HADH2 inh | HBB splicing | Texas Red fluor | ERK AVP inh | 15-hLO inh | Pol III holo inh
COC(=O)CSc1nnc(-c2cccnc2)n1-c1cc(OC)cc(OC)c1 | 1% | 2% | 12% | i | 0% | 6% | -0.2%[57.5 µM] | i | -3% | 4% | -5%
COc1ccc(-n2c(=O)c(-c3ccc(F)cc3)nc3cncnc32)cc1 | -3%[11.4 µM] | -5% | -21% | i | -1% | 5% | 1.0% | i | -1% | 0% | -11%
CC(=O)c1oc2ccccc2c1N | 5% | -1% | 1% | i | -7% | -9% | . | i | -22% | 1% | -6%
CCOCCCNC(=O)c1cc2c(-c3ccc(Cl)cc3)nn(C)c2s1 | -1% | -3%[2.3 µM] | 399% | . | 2µM* | -4% | 0.4% | . | -9% | -18% | -7%
COc1ccc(-n2c(=O)c(-c3ccc(F)cc3)nc3cnc(N4CCOCC4)nc32)cc1 | 2%[11.4 µM] | -1% | -16% | i | ? | 0% | 1.6% | i | 8% | -5% | -13%
O=C(NCc1cccnc1)c1ccc2c(=O)n(CCCN3CCCC3=O)c(=S)[nH]c2c1 | 4% | -3% | 8% | i | -26% | -6% | -0.4% | i | -27% | 1% | -7%
O=C1C2C3C=CC(C3)C2C(=O)N1c1ccccc1 (stereo not given) | 1% | -1% | 1% | . | -2% | 4% | 1.1%[9.22 µM] | . | 18% | -8% | -1%
CC(CO)(CO)Nc1ncnc2ccccc12 | 0%[11.4 µM] | -1%[11 µM] | -1%[11.4 µM] | i | -2%[7.6 µM] | 7%[11.4 µM] | 3.0%[9.22 µM] | i | 2%[11.5 µM] | 8%[11.4 µM] | -3%[11.4 µM]
Cc1nnc(Nc2ccc(C(=O)NCCO)cc2)c2ccccc12 | 1% | 0% | 5% | i | 4% | -18% | . | i | -28% | 3% | -8%
Cc1ccc2nc(NC(=O)CN(C)S(=O)(=O)c3cccc4nsnc34)sc2c1 | 0% | 5% | 16µM* | i | ? | 8% | 3.0% | ? | 14% | 0% | 0%
CCC(=O)c1cc2c(C)cc(=O)oc2c(C)c1O | 6% | -1% | 12% | i | 2µM* | -6% | 0.4% | i | 1% | 3% | -2%
CSc1nc(O)c(C2OC(=O)c3ccccc32)c(=O)[nH]1 (stereo not given) | 3% | -2% | -9% | i | -11% | -22% | -0.3% | i | 14% | 3% | -3%
CCN(CC)S(=O)(=O)c1cc(C(=O)Nc2ccc(Cl)cn2)ccc1C | 7.9µM* | 9%[11 µM] | 3%[11.4 µM] | . | 20%[7.6 µM] | -6%[11.4 µM] | -1.1%[0.0738 µM] | . | ? | -13%[11.4 µM] | 2%[11.4 µM]
COc1ccccc1OCC(=O)NCC1CCCCC1 | -1% | -3% | 4% | i | ? | 8% | -3.0% | i | 8% | -11% | -1%
Cn1c(CSc2ccccc2)c(C#N)c2ccccc21 | 3% | 16% | 12% | i | ? | 10% | 2.7% | i | 34%[activator] | -8% | -5%
COC(=O)C1=C(NC(=O)c2cccc(C)c2)CCS1 | 1% | 30% | 0% | i | ? | -12% | -0.3% | i | 18% | -2% | 2%
COC(=O)c1sccc1NC(=O)c1cc(C)on1 | 3% | -5% | -1% | i | 12% | -4% | -1.2% | ? | -11% | 4% | -10%
COc1ccc(OCCOC(=O)c2cccs2)cc1 | -7% | ? | -2% | i | -5% | -5% | -0.2%[57.5 µM] | ? | -13% | 7% | -4%
Cc1cc(C)n(-c2ccc(OCC(=O)O)nn2)n1 | 0% | -7% | 3% | i | -18% | 0% | -1.2% | ? | 6% | 9% | -2%
Fc1ccc(CN2CCCCCCC2)c(F)c1 | 1% | -4%[11 µM] | 0%[11.4 µM] | . | 10%[7.6 µM] | -7%[11.4 µM] | -2.0%[0.0738 µM] | . | -19% | 1%[11.4 µM] | 1%[11.4 µM]

Shown comma-delimited: two of the compounds above
SMILES,Luciferase inh,Hsp90 Hop PPI,Tau fil binding,Rhodamine autofl,CRE Fsk mod,HADH2 inh,HBB splicing,Texas Red fluor,ERK AVP inh,15-hLO inh,Pol III holo inh
Cn1c(CSc2ccccc2)c(C#N)c2ccccc21,3%,16%,12%,i,?,10%,2.7%,i,34%[activator],-8%,-5%
COC(=O)C1=C(NC(=O)c2cccc(C)c2)CCS1,1%,30%,0%,i,?,-12%,-0.3%,i,18%,-2%,2%

(continued)
SMILES | Luciferase inh | Hsp90 Hop PPI | Tau fil binding | Rhodamine autofl | CRE Fsk mod | HADH2 inh | HBB splicing | Texas Red fluor | ERK AVP inh | 15-hLO inh | Pol III holo inh
O=c1[nH]c2ccc(Cl)cc2c(-c2ccccc2)c1CN1CCOCC1 | 2% | -2% | 13µM* | i | 3% | 7% | 0.5%[57.5 µM] | ? | -3% | ? | -28%
COC(=O)c1c(N)c2ccccc2[nH]c1=O | 1% | -4% | 8% | i | ? | ? | -0.6%[57.5 µM] | i | 5% | 9% | -4%
COC(=O)Cn1c2c(c3cc(C)ccc31)CCCC2 | -8% | -3% | -7% | i | 17% | ? | -1.7% | ? | 7% | -2% | -4%
O=C(O)C1C2C=CC(O2)C1C(=O)Nc1ccc(S(=O)(=O)N2CCc3ccccc32)cc1 (stereo not given) | -1% | -6% | -4% | i | -2% | ? | -0.6% | ? | -13% | 0% | -8%
CC(C)OC(=O)c1cn(-c2ccccc2)nc1-c1ccco1 | -2% | 3% | -2% | i | 11% | ? | -1.0% | i | -16% | 20µM* | -13%
CCOc1c(C(N)=O)c(-c2ccccc2)c2c(=O)[nH]c3ccccc3n12 | 4% | -3% | 81% | i | -13% | -12% | -1.7%[57.5 µM] | i | -20% | -2% | 6%
O=C(Cn1cnc2c(nnn2Cc2ccc(Cl)cc2)c1=O)OCc1ccccc1 | 0% | 1% | 17% | i | 17% | 10% | 2.3% | i | 14% | -7% | -5%
C[C@@H](O)[C@H]1C(=O)N2C(C(=O)O)=C(S[C@@H]3CN[C@H](C(=O)N(C)C)C3)[C@H](C)[C@H]12 | 1%[25.5 µM] | -4%[26 µM] | 36%[25.6 µM] | i | -6%[17.1 µM] | -9%[25.6 µM] | 0.5%[20.6 µM] | i | 6%[25.7 µM] | 13%[25.6 µM] | -4%[25.6 µM]
c1ccc(SCCSc2ccccc2)cc1 | . | ? | -3% | . | 9% | -6% | 0.6% | . | 47%[activator] | -5% | -2%
O=C(O)c1ccc(CSc2ncn[nH]2)cc1 | 1% | -1% | 7% | i | -4% | -6% | 5.6% | i | 1% | 6% | 4%
COC(=O)NC1CSCC1OC(=O)CN1C(=O)c2ccccc2C1=O (stereo not given) | 0% | -6% | -26% | i | ? | -1% | 0.1% | i | -1% | -21% | -2%
CCS(=O)(=O)c1ccc(O)c(NC(=O)Nc2ccccc2)c1 | 3% | -1% | 6% | i | -1% | -3% | -0.2%[57.5 µM] | i | -20% | 3% | -5%
COc1ccc(N(CC(=O)Nc2ccc3c(c2)OCO3)S(C)(=O)=O)c(OC)c1 | 2% | -3%[11 µM] | -5%[11.4 µM] | . | ? | -9%[11.4 µM] | -1.7%[0.0738 µM] | . | -19% | 2%[11.4 µM] | -9%[11.4 µM]
CCC(C)(NC(=O)c1ccccn1)C(=O)NC1CCCCC1 (stereo not given) | -8% | -3% | -11% | i | -5% | 3% | -3.1% | ? | 11% | 7% | 2%
C[C@@H]1CC[C@H]2C(=O)O[C@H](CN=[N+]=[N-])CN2[C@@H]1c1ccc(Br)cc1 | 0%[11.4 µM] | . | . | . | . | -1%[11.4 µM] | 2.6%[9.22 µM] | . | 31%[activator][11.5 µM] | 5%[11.4 µM] | .
C=CCn1c(SCC(N)=O)nnc1-c1cc(Br)ccc1O | 0% | -5% | 2% | i | ? | -3% | 1.1% | i | -30% | -10% | -1%
c1ccc2c(c1)nc1n2C2(N3CCOCC3)CCCC2C1N1CCOCC1 (stereo not given) | -8% | -9% | 0% | i | -13% | 4% | . | i | ? | ? | -1%
CCOC(=O)NC(Nc1ccc(S(N)(=O)=O)cc1)(C(=O)OCC)C(F)(F)F (stereo not given) | 0% | -3% | 8% | i | -13% | -5% | -0.6% | i | 16% | 11% | 1%
Clc1ccc(C(c2nnnn2C2CCCCC2)N(Cc2cccnc2)Cc2ccco2)cc1 (stereo not given) | 3% | -1% | 6% | i | -2% | -8% | . | ? | -3% | 21% | -7%

Screening results: PubChem, National Center for Advancing Translational Sciences (NCATS)
